# Neddylation inh: blocks human cullin neddylation; P61081+Q13564; TR-FRET cullin neddylation, biochemical; calls only at 25 µM; hit rate 0.58% among 360,000; in the data active means inhibition above about 36%
# SKN-1 inh: blocks SKN-1 activity in C. elegans | C. elegans VP596 Pgst-4::GFP/RFP ratio, acrylamide-induced, 24 h | inhibition, % at 21.8 µM | hit rate 0.49% among 360,000 | AID 624304;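 active means interference check ratio from 0.5 to 1.5 plus GFP to RFP signal ratio inhibition reaching or exceeding a fixed threshold, cut at about 30% in these data, passing the limit was not always enough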; further: some compounds called inactive have numbers as strong as hits
# FAS TE block: inhibitors of human fatty acid synthase thioesterase domain. P49327. recombinant FAS-TE, OMFH fluorogenic substrate, fluorescence endpoint. inhibition, % at 15 µM. hit rate 0.67% among 360,000;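 active means compounds whose normalised, plate-corrected inhibition of enzyme fluorescence in the single-dose primary screen is 50% or more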;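 further: 0% = DMSO with enzyme and 100% = substrate without enzyme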
# MT1-MMP act inh: MT1-MMP (human) activation inhibition; hit rate 0.061% among 360,000; HT1080 RFP-PRO-GFP cells, GFP/RFP ratio fluorescence, overnight; percent of plate control window, DMSO zero; AID 651647; GFP/RFP ratio change, % at 20 µM; P50281;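 active means GFP/RFP ratio change of at least 30% with cell ATP level not reduced by more than half and red fluorescence within 50% of control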; further: strong numbers were not always called active
#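 Material: RFP-PRO-GFP reporter HT1080 cells. Dosing: single-point 20 µM compound, 1% DMSO. Controls: DMSO and RFP-L50D-GFP cell wells. Timing: cells overnight before dosing, compound overnight, 37 °C, 5% CO2. Measure: GFP/RFP fluorescence ratio.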
# Rpn11 inh: blocks the human proteasome subunit Rpn11; O00487; human 26S proteasome, Ub4-pepOG fluorescence polarization; 20S core pre-blocked with epoxomicin; calls only at 20 µM; hit rate 0.59% among 360,000;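 active means inhibition at 20 µM, scaled to each plate's controls, above about 33%, limit read from the data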
# NadD block: blocks S. aureus nicotinate mononucleotide adenylyltransferase | inhibition, % at 20 µM | hit rate 0.78% among 360,000 | purified NadD enzyme, colorimetric absorbance read-out | AID 602399; in the data active means inhibition above about 26%; further: some compounds past the cut are filed as inactive
# Rin1-Abl PPI inh: human Rin1-Abl interaction inhibition. inhibition, % at 7.35 µM. P00519+Q13671. TR-FRET Rin1/Abl binding, biochemical. hit rate 0.4% among 360,000; in the data active means inhibition above about 5%, passing the limit was not always enough
# MLLE-PAM2 inh: blocks PAM2 peptide binding to the PABP1 MLLE domain; P11940; GST-MLLE / FITC-PAM2 fluorescence polarization; inhibition, % at 20 µM; hit rate 0.36% among 360,000; AID 588489; in the data active means inhibition above about 35%, passing the limit was not always enough;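 further: plate controls were DMSO wells with GST-MLLE for no effect and wells lacking GST-MLLE protein for full effect; some results filed as inactive read as strong as hits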
# Target sequence (P11940 whole entry, looked up, the tested form may be a part): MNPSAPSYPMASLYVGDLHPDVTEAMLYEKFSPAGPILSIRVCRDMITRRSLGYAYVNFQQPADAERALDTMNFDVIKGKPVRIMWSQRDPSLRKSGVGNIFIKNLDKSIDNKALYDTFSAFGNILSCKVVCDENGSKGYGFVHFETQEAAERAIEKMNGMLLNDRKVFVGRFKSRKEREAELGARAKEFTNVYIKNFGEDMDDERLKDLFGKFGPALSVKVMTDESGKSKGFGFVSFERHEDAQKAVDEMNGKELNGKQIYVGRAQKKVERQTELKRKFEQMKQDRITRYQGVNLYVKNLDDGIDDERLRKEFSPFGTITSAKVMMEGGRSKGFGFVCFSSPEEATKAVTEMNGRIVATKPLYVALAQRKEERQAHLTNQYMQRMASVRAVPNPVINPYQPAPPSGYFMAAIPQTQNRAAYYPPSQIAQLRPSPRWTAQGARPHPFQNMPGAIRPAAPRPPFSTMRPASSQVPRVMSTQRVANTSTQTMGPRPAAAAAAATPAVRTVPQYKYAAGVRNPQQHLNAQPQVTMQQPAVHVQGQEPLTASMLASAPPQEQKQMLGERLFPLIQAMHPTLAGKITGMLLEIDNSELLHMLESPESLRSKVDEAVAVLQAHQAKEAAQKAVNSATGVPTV
# CSN deneddyl inh: blocks human CSN-mediated cullin deneddylation; Purified CSN, SCF-Nedd8-OG deneddylation, fluorescence polarization; inhibition, % at 12.5 µM; Q92905; hit rate 0.38% among 360,000;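 active means pattern-corrected inhibition above about 35%, with an unprinted fluorescence ratio check between 0.5 and 1.5, limit read from the data, passing the limit was not always enough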;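 further: 0% = enzyme with substrate and 100% = substrate without enzyme; some results filed as inactive read as strong as hits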
# Target sequence (Q92905 whole entry, looked up, one chain of several): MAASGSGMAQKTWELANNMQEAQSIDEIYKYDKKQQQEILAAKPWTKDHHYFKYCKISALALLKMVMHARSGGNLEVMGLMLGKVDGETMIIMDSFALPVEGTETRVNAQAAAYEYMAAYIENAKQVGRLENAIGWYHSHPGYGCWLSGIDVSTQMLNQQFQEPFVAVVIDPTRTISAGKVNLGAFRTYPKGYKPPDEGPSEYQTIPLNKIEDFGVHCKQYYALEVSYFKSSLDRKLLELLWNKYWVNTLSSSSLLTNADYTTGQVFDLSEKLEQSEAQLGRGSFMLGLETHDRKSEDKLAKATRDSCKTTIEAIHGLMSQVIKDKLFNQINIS
#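 Schedule: reaction 90 min, room temperature / Assay system: HEK293T-derived human Csn5 enzyme / Input: Csn5 at 0.24 nM final / Measure: inhibition of Csn5 cleavage, % / Control set: substrate-only high control, full reaction low control / Technique: fluorescence polarization of the substrate / Buffer or medium: Tris/NaCl/DTT buffer, pH 7.5 / Reagent: SCFSkp2-Nedd8OG substrate at 10 nM final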
# * hit, by the source's call; i = inactive; · = no result given; & = joins results of further samples.
molecule	Neddylation inh	SKN-1 inh	FAS TE block	MT1-MMP act inh	Rpn11 inh	NadD block	Rin1-Abl PPI inh	MLLE-PAM2 inh	CSN deneddyl inh
CCOc1ccc(N=C(NC#N)SCC)cc1	i	-4	-4	5	i	-4	-7	0	-1
C=C(C)[C@@H]1CC=C(C(=O)O)CC1	i	-8	-5	0	i	-4	-2	-8	-9
Cc1ccccc1-c1cc2c(c3c1ccn3C)C1CCC2C1 (configuration not stated)	i	14	24	3	i	-4	4	-4	3
C/C(=N\NC(=O)c1ccccn1)c1ccc(Cl)cc1	i	23	-5	5	i	-1	-2	3	1
Cc1ccc(CNC(=O)c2cn(C)c3ccc(S(=O)(=O)N4CCOCC4)cc3c2=O)cc1	i	3	-2	2	i	1	3	-5	-1
O=C(/C=C/c1cccc(F)c1)c1ccc(N2CCOCC2)cc1	i	10	2	-4	i	-10	-2	-2	6
COc1ccc(C)cc1NC(=O)Cn1cnnn1	i	-3	-5	-4	i	-8	-1	7	-11
Cc1cc(C(=O)NNC(=O)c2cccc(C(F)(F)F)c2)no1	i	8	-2	0	i	-2	-1	3	6
O=C(Nc1ccccc1C(F)(F)F)N1CCCCCC1	i	-2	-3	4	i	0	4	9	0
CCOc1ccc(S(=O)(=O)Nc2ccc(C(=O)N3CCCC3)cc2)cc1	i	6	-1	3	i	-5	-2	0	0
COC(=O)c1cn(C(=O)c2cccc(C)c2)c2ccccc12	i	19	21	6	i	-11	1	-2	3
O=C(Cc1cccs1)Nc1ccc([N+](=O)[O-])cc1	i	20	10	4	i	1	-3	-11	2
Cc1ccc(NC(=O)c2cccc3c2C(=O)N(C2CCCCC2)C3)c(C)c1	i	9	5	-2	i	3	1	6	3
O=C(CNCC1CCCO1)N1CCCCCC1 (configuration not stated)	i	-4	-3	2	i	5	0	1	3
COC(=O)[C@@]12C[C@@H](CC(=O)N3CCCCC3)C(=O)N(Cc3ccccc3)C1=CCC(C)(C)C2	i	-24	·	-8	·	·	·	·	-3
CCCNC(=O)N1CCN(S(=O)(=O)c2ccc(C)c(C)c2)CC1	i	2	-6	-1	i	-6	-2	-10	3
COc1ccc(CN(C)S(=O)(=O)c2nnc(NC(=O)c3ccccc3)s2)cc1OC	i	6	-6	2	i	-4	-1	-24	0
Cc1nn(-c2ccccc2)c2nc(N)c(C(N)=O)cc12	·	3	-4	4	i	-5	0	18	1
CCOC(=O)C(C(C)=O)C(c1ccc(OCCC(C)C)cc1)C(C(C)=O)C(=O)OCC (configuration not stated)	i	9	4	0	i	0	3	-7	-6
COc1ccccc1CNS(=O)(=O)c1ccc2c(c1)CC(C)N2C(=O)C1CCC1 (configuration not stated)	i	7	9	-3	i	-3	0	4	-4
Nc1nc2c(F)c(F)c(F)cc2s1	i	-5	-6	-1	i	-4	3	28	10
COc1cc2c(c3ccccc13)CCCC2=O	·	8	6	1	i	-3	-1	10	-3
COCCN(C(=O)Cc1cccs1)c1nnc(-c2ccncc2)s1	i	12	-10	-3	i	-3	-2	4	2
CCCCCCC1CC(=O)NC(=S)N1 (configuration not stated)	i	3	-5	1	i	-3	2	-18	3
COc1ccc(CN(CCC(c2ccco2)C(C)C)C(C)=O)cc1OC (configuration not stated)	i	-1	-3	1	i	-5	-1	-2	3
COc1ccc(-c2nc(SC)n(S(=O)(=O)c3ccccc3)n2)cc1	i	4	27	6	i	-8	1	-11	-2
C#CCOC(=O)Nc1cc(C)n(-c2ccccc2)n1	i	-13	-5	-1	i	-5	3	5	-6
NC(=O)c1cnn(-c2cc(Oc3ccccc3)ncn2)c1N	i	-5	1	·	i	0	2	-9	-1
CCN(CC)c1ccc2cc(C(N)=O)c(=N)oc2c1	i	-81	-107	-108	·	-1	-7	170	-90
CC[C@H](C)C(=O)O[C@H]1CCC=C2C=C[C@H](C)[C@H](CC[C@@H]3C[C@@H](O)CC(=O)O3)[C@H]21	i	-6	22	-2	i	3	-3	4	-1
CC1(C)CC(=O)C(=CN2CCOCC2)C(=O)C1	i	-5	-3	11	i	4	2	3	-10
COC(=O)CCn1nc(-c2ccc(Cl)cc2)c2ccccc2c1=O	i	2	4	-3	i	-6	0	17	-3
COc1ccc(C(=O)C[n+]2ccc3ccccc3c2C)cc1	i	10	-5	4	i	-1	1	5	1
COc1ccc(-c2nn(-c3ccccc3)cc2/C=C(/C#N)C(N)=O)cc1[N+](=O)[O-]	i	24	-7	8	i	1	-4	5	-6
CCOc1ccc(NC(=O)c2ccc(NS(=O)(=O)c3cccc4cccnc34)cc2)cc1	i	9	18	2	i	2	-1	7	2
CC1NC(=O)c2cc3ccccc3cc2-n2c1nc1cc(F)ccc1c2=O (configuration not stated)	i	8	-4	2	i	-1	-3	7	-1
O=C(Cc1ccccc1)N1CCN(C(=O)c2ccco2)CC1	i	9	-8	-5	i	-3	0	9	0
O=C(CN1CCSC1=NCc1ccccc1)c1ccccc1	i	7	-3	1	i	-4	-1	-4	2
Cn1c(=O)n(C)c2cc(NS(=O)(=O)c3ccccc3[N+](=O)[O-])ccc21	i	-12	-3	7	i	-1	2	-10	0
O=C(Nc1ccc(-c2noc(CCc3ccccc3)n2)cc1)c1ccco1	i	44*	17	-2	i	-2	0	-9	-2
CCN(CC)S(=O)(=O)c1cc(NS(=O)(=O)c2ccccc2)ccc1C	i	4	4	4	i	-3	1	-6	-3
O=C(NNC(=S)NC(=O)c1ccc(Br)cc1)c1ccc([N+](=O)[O-])cc1	i	8	21	5	i	4	-1	24	1
CC(=O)N1CCc2cc(Br)cc(S(=O)(=O)NCC3CCCO3)c21 (configuration not stated)	i	-6	-6	0	i	3	5	-3	6
CCCC(CCC)C(=O)O	i	4&-1	1&-5	-1&-1	i	0&1	0&0	0&-6	-2&-2
CC(=O)N1N=C(N)SC1(C)C	i	4	-5	-2	i	-3	0	7	-2
CCCN(CCC)C(=O)Cn1c2ccccc2c2nc(=O)cc(C)n21	i	-1	-3	-2	i	-3	0	5	1
COc1ccc(/C=C(/NC(=O)c2ccccc2)C(=O)NC2CCS(=O)(=O)C2)cc1 (configuration not stated)	i	-6	-9	0	i	-3	-1	-7	6
C[C@H](CO)N1C[C@H](C)[C@@H](CN(C)Cc2ccc3c(c2)OCCO3)OCc2cnnn2CCCC1=O	i	-4	-9	1	i	-2	-1	5	4
Brc1ccc(CSc2ccc(-c3ccco3)nn2)cc1	i	18	4	1	i	7	-4	4	-1
O=C1C2C3C=CC(C4CC34)C2C(=O)N1/N=C/c1ccc([N+](=O)[O-])o1 (configuration not stated)	i	-3	-3	-11	i	3	4	6	-5
Cc1nnc(-c2cnn(-c3ccccc3)c2N)n1Cc1ccccc1	i	5	-4	0	i	-1	-2	-3	-2
C[C@H]1COC(=O)[C@H](Cc2ccc(F)cc2)C/C=C\C[C@@H](CC(=O)N(CCO)Cc2ccccc2)C(=O)N1	i	-4	-10	4	i	-7	-1	4	0
CC(=O)Nc1ccc(S(=O)(=O)Nc2cc(C)cn(Cc3ccc(C)cc3)c2=O)cc1	i	-8	-8	0	i	0	0	-40	11
Cc1ccc2cccnc2c1N	i	8	0	3	i	-3	-3	-13	-2
O=C(NCC(c1cccs1)N1CCOCC1)c1cccc(S(=O)(=O)Nc2ccc(F)cc2)c1 (configuration not stated)	i	0	-4	-2	i	-7	0	4	-1
CC(C)CC(CO)NS(=O)(=O)c1cccc(Cl)c1F (configuration not stated)	i	0	-8	0	i	-1	-2	5	4

# Rewritten with values under each structure: twelve of the compounds above
# Results follow in this order: Neddylation inh, SKN-1 inh, FAS TE block, MT1-MMP act inh, Rpn11 inh, NadD block, Rin1-Abl PPI inh, MLLE-PAM2 inh, CSN deneddyl inh
> CCCC(CCC)C(=O)O
  i, 4&-1, 1&-5, -1&-1, i, 0&1, 0&0, 0&-6, -2&-2
> CC(=O)N1N=C(N)SC1(C)C
  i, 4, -5, -2, i, -3, 0, 7, -2
> CCCN(CCC)C(=O)Cn1c2ccccc2c2nc(=O)cc(C)n21
  i, -1, -3, -2, i, -3, 0, 5, 1
> COc1ccc(/C=C(/NC(=O)c2ccccc2)C(=O)NC2CCS(=O)(=O)C2)cc1 (configuration not stated)
  i, -6, -9, 0, i, -3, -1, -7, 6
> C[C@H](CO)N1C[C@H](C)[C@@H](CN(C)Cc2ccc3c(c2)OCCO3)OCc2cnnn2CCCC1=O
  i, -4, -9, 1, i, -2, -1, 5, 4
> Brc1ccc(CSc2ccc(-c3ccco3)nn2)cc1
  i, 18, 4, 1, i, 7, -4, 4, -1
> O=C1C2C3C=CC(C4CC34)C2C(=O)N1/N=C/c1ccc([N+](=O)[O-])o1 (configuration not stated)
  i, -3, -3, -11, i, 3, 4, 6, -5
> Cc1nnc(-c2cnn(-c3ccccc3)c2N)n1Cc1ccccc1
  i, 5, -4, 0, i, -1, -2, -3, -2
> C[C@H]1COC(=O)[C@H](Cc2ccc(F)cc2)C/C=C\C[C@@H](CC(=O)N(CCO)Cc2ccccc2)C(=O)N1
  i, -4, -10, 4, i, -7, -1, 4, 0
> CC(=O)Nc1ccc(S(=O)(=O)Nc2cc(C)cn(Cc3ccc(C)cc3)c2=O)cc1
  i, -8, -8, 0, i, 0, 0, -40, 11
> Cc1ccc2cccnc2c1N
  i, 8, 0, 3, i, -3, -3, -13, -2
> O=C(NCC(c1cccs1)N1CCOCC1)c1cccc(S(=O)(=O)Nc2ccc(F)cc2)c1 (configuration not stated)
  i, 0, -4, -2, i, -7, 0, 4, -1

# Following part:
molecule	Neddylation inh	SKN-1 inh	FAS TE block	MT1-MMP act inh	Rpn11 inh	NadD block	Rin1-Abl PPI inh	MLLE-PAM2 inh	CSN deneddyl inh
CC(=O)Oc1ccc(/C=N/NS(=O)(=O)c2ccc(C)cc2)c(OC(C)=O)c1	i	15	-6	3	i	0	-1	-82	-1
Cc1cc(Cl)ccc1OCCCC(=O)Nc1cccnc1	i	-5	5	-2	i	-4	1	0	0
COc1cc2c(cc1OC)-c1n[nH]c(=S)n1C(C)(C)C2	i	-3	-2	1	i	0	1	-3	-1
Nc1nnc(C2CCCC2)s1	i	7	-11	5	i	-2	2	-2	1
N[C@@H](Cc1ccc(O)c(O)c1)C(=O)O	i	13	0	1	i	5	9	8	14
CCc1nc(N2CCC3(CC2)OCCO3)c2nnn(Cc3ccccc3)c2n1	i	10	5	6	i	-2	0	6	-2
Oc1oc(-c2ccccc2)nc1C=NCc1ccccc1	i	18	-1	7	i	-3	-1	3	0
CCOC(=O)c1ccc(NC(=O)C2CC(=O)N(c3ccc4c(c3)OCCO4)C2)cc1 (configuration not stated)	i	7	-8	2	i	-2	2	5	3
CCOc1cccc(/C=N/NC(=O)c2cc(-c3cccn3C)n[nH]2)c1O	i	9	5	-3	i	20	-1	13	1
COc1ccc(C(=O)OCC(=O)c2ccc(C)c(S(=O)(=O)N3CCOCC3)c2)cc1OC	i	-9	12	6	i	-14	0	-5	4
O=C(NC1CCCCC1)c1cc(-c2ccc(O)cc2)on1	i	10	1	2	i	-2	-2	-4	3

# Compound activity as filed in PubChem BioAssay.
